APJ antagonist: antagonists of human APJ apelin receptor. 330,000 tested, 0.32% active. inhibition, % at 20 µM. CHO-K1 APJ beta-arrestin complementation, luminescence;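 active means inhibition above about 40% at 20 µM, limit read from the data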;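 further: cells challenged with 10 nM apelin-13 agonist together with compound; plate controls were apelin-13 plus DMSO wells for no effect and DMSO wells lacking apelin-13 for full effect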
Target sequence (P35414 whole entry, looked up): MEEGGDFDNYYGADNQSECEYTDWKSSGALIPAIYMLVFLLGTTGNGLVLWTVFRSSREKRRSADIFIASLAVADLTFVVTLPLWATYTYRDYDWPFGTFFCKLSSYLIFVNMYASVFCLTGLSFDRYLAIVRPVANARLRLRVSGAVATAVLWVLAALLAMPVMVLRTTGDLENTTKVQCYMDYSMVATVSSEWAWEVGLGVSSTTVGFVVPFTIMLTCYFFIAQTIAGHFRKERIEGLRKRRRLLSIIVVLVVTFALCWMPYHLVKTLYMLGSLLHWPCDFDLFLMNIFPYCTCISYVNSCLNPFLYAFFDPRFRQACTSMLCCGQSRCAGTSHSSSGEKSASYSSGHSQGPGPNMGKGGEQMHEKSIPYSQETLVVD
Mdm2-MdmX inh: inhibitors of human Mdm2/MdmX interaction. inhibition, % at 8 µM. 330,000 tested, 3% active. SaOS-2 split-luciferase Mdm2/MdmX complementation, luminescence. O15151+Q00987;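 active means inhibition of at least 50% at 8 µM in the primary screen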
tim10-1 inh: tim10-1 yeast growth inhibition. S. cerevisiae tim10-1 ts strain growth, BacTiter-Glo, 24 h. inhibition, % at 20 µM. 330,000 tested, 2.2% active;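 active means inhibition of at least 40%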;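 further: mutant grown at 25 °C; 0% = DMSO wells with yeast and 100% = wells holding no yeast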
UPR CHOP act: apoptotic UPR (CHOP) activation; AID 449763; CHO-CHOP luciferase reporter, luminescence; percent of tunicamycin response over DMSO baseline; activation, % at 10 µM; 330,000 tested, 0.34% active;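 active means at 10 µM dose, activation of 40% or more, normalized to positive control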;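 further: 100% = tunicamycin at 10 µg/mL and 0% = DMSO alone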
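measured by = luciferase luminescence | assay system = CHO-CHOP cells, stable luciferase reporter of PERK-eIF2a-CHOP signalling | amount = 500 reporter cells seeded per well | timing = 6 h compound exposure at 37 °C after overnight seeding | controls = positive tunicamycin 10 µg/mL, negative DMSO alone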
TIM10 inh: TIM10 yeast growth inhibition. S. cerevisiae TIM10 strain growth, BacTiter-Glo luminescence, 24 h. inhibition, % at 10 µM. 330,000 tested, 1.4% active. AID 463195;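 active means inhibition of 40% or more at the single tested concentration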;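 further: wild-type TIM10 isogenic control strain grown at permissive 25 °C; 0% = DMSO yeast wells and 100% = minimal medium wells without yeast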
CXCR6 inh: blocks human CXCR6 beta-arrestin recruitment. O00574. CHO-K1 PathHunter CXCR6 beta-arrestin, luminescence. inhibition, % at 20 µM. 360,000 tested, 0.36% active; in the data active means inhibition above about 34%, passing the limit was not always enough;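 further: antagonist mode with CXCL16 agonist at 10 nM final; 0% = 10 nM CXCL16 with DMSO and 100% = unstimulated wells without agonist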
Target sequence (O00574 whole entry, looked up): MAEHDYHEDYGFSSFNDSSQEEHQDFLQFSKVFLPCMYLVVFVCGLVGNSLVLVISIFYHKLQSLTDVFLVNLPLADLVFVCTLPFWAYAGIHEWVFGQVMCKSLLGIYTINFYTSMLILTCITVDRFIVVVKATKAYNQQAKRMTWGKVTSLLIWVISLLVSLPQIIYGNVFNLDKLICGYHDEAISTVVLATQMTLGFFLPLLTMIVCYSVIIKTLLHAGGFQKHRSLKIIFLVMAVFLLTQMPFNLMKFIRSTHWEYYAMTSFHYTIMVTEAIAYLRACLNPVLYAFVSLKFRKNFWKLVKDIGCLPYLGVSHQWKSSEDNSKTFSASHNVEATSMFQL
UPR XBP1 act: adaptive UPR (XBP1) activation. CHO-XBP1 luciferase reporter, IRE1-XBP1 UPR activation, luminescence; percent of tunicamycin response, DMSO as zero. activation, % at 20 µM. 330,000 tested, 0.33% active;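 active means versus positive control, 20 µM dose yields 30% or more activation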;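 further: 100% = tunicamycin at 10 µg/mL and 0% = DMSO only wells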
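Material: CHO cell line with stable XBP1 luciferase reporter; buffer or medium: F12 medium containing 10% fetal bovine serum; compound: single point, 20 µM final compound, 1% DMSO; incubation: 6 h treatment, 37 °C; measured by: glow luminescence from Steady-Glo reagent; evaluation: activation, % of tunicamycin; control set: tunicamycin high, DMSO low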
APJ agonist: APJ receptor agonism; activation, % at 20 µM; 330,000 tested, 0.11% active; P35414; AID 2520; CHO-K1 APJ PathHunter beta-arrestin, luminescence; 0% DMSO wells, 100% apelin;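 active means activation more than six SD over the plate average, tested at 20 µM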;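 further: 0% = DMSO alone and 100% = apelin-13 at 10 nM; some results filed as inactive read as strong as hits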
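Test system – PathHunter CHO-K1 APJ (AGTRL-1) beta-arrestin reporter cells · Input – 1000 cells/well · Compound – single test compound dose, 20 µM final, 1% DMSO · Times – compound stimulation 90 min at 25 °C, detection 60 min · Technique – beta-gal luminescence · Read-out basis – APJ–arrestin association signal · Control set – negative DMSO alone, positive Apelin-13 at 10 nM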
tim23-1 inh: tim23-1 yeast growth inhibition; AID 463212; S. cerevisiae tim23-1 growth, BacTiter-Glo luminescence, 24 h; 330,000 tested, 1.3% active; inhibition, % at 20 µM;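 active means growth inhibition of the mutant yeast at or above 50%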;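 further: temperature-sensitive mutant grown at 25 °C; plate controls were DMSO-treated mutant yeast for no effect and medium wells lacking yeast for full effect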
Active calls of the source: *; / = no result given. Only part of the results is shown (hit frequency here may not be typical).

SMILES	APJ antagonist	Mdm2-MdmX inh	tim10-1 inh	UPR CHOP act	TIM10 inh	CXCR6 inh	UPR XBP1 act	APJ agonist	tim23-1 inh
O=C(Nc1ccc(-c2cn3c(n2)SCC3)cc1)c1ccc2ccccc2n1	-14	-2	12	2.9	30	-10	4	-5	10
COc1ccc(S(=O)(=O)CCC(=O)N2CCN(c3ccccc3F)CC2)cc1	7	-2	9	-1.1	-20	2	-1	-6	5
O=[N+]([O-])c1ccccc1S(=O)(=O)N1CCCC(C(F)(F)F)C1 (configuration not stated)	0	-6	-13	-0.8	2	-1	-4	-5	9
Cn1cc(/C=C(\NC(=O)c2ccccc2Cl)C(=O)N2CCOCC2)c2ccccc21	12	3	8	-1.0	5	-6	-3	-4	14
Cc1cccc(C)c1NC(=O)COc1cccc(/C=N/NC(=O)C(=O)NCc2ccccc2)c1	-27	36	-19	0.8	-14	-4	-1	-3	-15
Cc1cccc(N2C(=O)CC(Cn3nc(C)cc3C)C2=O)c1 (configuration not stated)	12	-10	9	-0.3	-1	-2	-2	-3	4
COc1ccc(NC(=O)c2cnc(SCC(=O)NCCc3ccccc3)n(C)c2=O)cc1	8	13	-6	-1.5	-12	-4	-3	1	0
O=C(N/N=C/c1ccc2c(c1)OCO2)c1cc(-c2ccccc2)nc2ccccc12	4	1	15	-2.0	15	5	-2	-4	4
O=C(O)c1nn(-c2ccc(F)cc2)ccc1=O	5	-7	6	-0.9	-2	-3	0	-2	11
O=C(CSc1nc2ccc(Nc3nc(N4CCOCC4)nc(N4CCOCC4)n3)cc2s1)NCc1ccco1	-16	20	10	4.1	6	-2	1	2	12
Cc1cc2c(OCC(O)CN3CCCC3)cccc2[nH]1 (configuration not stated)	-13	5	1	1.7	-6	-4	0	-1	5
CCNC(=O)c1sc(-c2ccccc2)nc1C	18	-45	15	3.2	5	1	-1	-1	4
C[C@H](CO)N1C[C@H](C)[C@@H](CN(C)S(=O)(=O)c2ccc(F)cc2)Oc2c(NC(=O)NC3CCCCC3)cccc2C1=O	20	16	-2	0.3	4	0	-1	-3	2
COc1ccc(C2CC(c3cccs3)=NN2S(=O)(=O)c2ccc(C)cc2)cc1 (configuration not stated)	10	-7	25	0.2	30	10	-1	1	27
O=C(Cc1cc(=O)[nH][nH]1)N/N=C/c1ccccc1Cl	7	8	11	-0.1	-4	/	-2	-1	5
CC/C(=N\NC(=O)c1ccncc1)C12CC3CC(CC(C3)C1)C2	4	16	17	-2.4	14	-1	-2	5	-16
O=C(c1cc2nc(C3CC3)cc(C(F)F)n2n1)N1CCOCC1	8	20	8	0.7	-9	-4	1	-2	13
CC(C)CC(=O)N1CCN(Cc2ccccc2[N+](=O)[O-])CC1	-1	3	14	-1.8	-5	1	-2	1	16
Cn1ccnc1C1CCCCN1Cc1nc(-c2ccc3c(c2)OCO3)no1 (configuration not stated)	-8	5	22	-0.9	-12	9	2	-2	16
CCNC(=O)c1ccc(-n2nc(C(F)(F)F)c3c2CCCC3)cc1	3	-9	8	-1.2	12	-5	2	-3	28
CC1(C)CC2CC(C)(CN2C(=S)Nc2ccccc2)C1 (configuration not stated)	5	1	3	0.9	21	4	4	-2	32
O=[N+]([O-])c1ccc(-c2csc(N3CCCCCC3)n2)cc1	-4	-51	16	8.3	0	0	-2	-3	30
CN(CC(=O)N1CCCCCC1)S(=O)(=O)c1ccc(F)cc1	-18	-4	24	1.1	1	-1	-3	2	11
Cc1cc(NC(=O)c2ccc(S(=O)(=O)Nc3ccccc3)cc2)no1	2	2	18	-1.6	5	4	-1	3	24
CC(C)Cc1nnc(NC(=O)c2cc(S(=O)(=O)N(C)C)ccc2N2CCCC2)s1	10	-12	0	1.7	11	0	-2	-8	-3
COc1ccc(OC)c(NC(=O)CCC(=O)Nc2nnc(C(F)(F)F)s2)c1	5	-2	9	-1.2	-3	-2	0	3	6
Cc1ccc(C(=O)OCC(=O)N2CCC(c3ccccc3)=N2)cc1	1	16	10	-0.8	9	1	-2	-2	31
CCCCCCc1c(C)c2ccc(OCC(=O)N[C@@H](Cc3ccccc3)C(=O)O)cc2oc1=O	-81	5	27	-1.3	-3	-2	-4	0	19
CCCCn1c(N)c(N(CCOC)C(=O)Cn2c(=O)oc3ccccc32)c(=O)[nH]c1=O	5	9	-17	-1.8	3	-2	0	-8	-7
Cc1c(Cl)cccc1NC(=O)CNC(=O)c1ccc(F)cc1	19	-27	-21	-1.9	-27	0	-3	-3	-19
Cc1cccc(/C=N/NC(=O)C[n+]2ccccc2)c1	30	1	0	3.3	1	0	-2	8	6
Nc1cc(Cl)ccc1N1C(=O)CCC1=O	15	4	20	-0.8	-13	1	5	2	11
O=C(O)c1ccc2c(c1)C(=O)N(NC(=O)c1ccccc1)C2=O	-16	10	-9	0.1	-3	1	-3	-4	-6
COC(=O)CCC(=O)Nc1sc2c(c1C#N)CCCC2	-10	18	18	-0.5	6	-7	4	-3	10
COc1cc(S(=O)(=O)N2CCOCC2)ccc1NC(=O)COC(=O)CC12CC3CC(CC(C3)C1)C2	-13	20	29	1.2	25	-6	-3	-2	21
Cc1ccc(NC(=O)N2CCC(C(=O)NCc3ccc(F)cc3)CC2)cc1	-8	23	5	-0.9	-5	9	-1	-2	6
CC(C)[C@H](NC(=O)c1ccc(F)cc1)C(=O)OCC(=O)NC(=O)c1cccn1C	8	-17	25	-1.8	-10	6	9	-1	18
COc1cc(OC)cc(-c2nc3ccccc3s2)c1	-11	-90	26	2.1	22	-1	4	-4	38
C=CCc1c(OC(C)=O)c2ccccc2n(C)c1=O	-27	9	16	-0.2	3	-8	1	-3	3
CC(=O)N1CCCN(C(=O)c2ccc3nc(Cc4cccc(Cl)c4)oc3c2)CC1	7	26	3	2.1	6	-5	-6	6	-4
C=CCn1c(SCC(=O)c2cc(C)n(CC3CCCO3)c2C)nnc1-c1ccccc1 (configuration not stated)	-5	-3	35	0.0	30	7	-2	1	27
COc1ccc(NC(=O)c2cc(S(=O)(=O)Nc3ccc(OC)cc3)cs2)cc1	-22	17	5	1.8	-5	-20	-3	2	10
CCOc1ccc(S(=O)(=O)Nc2cc(S(=O)(=O)N3CCOCC3)ccc2OC)cc1	-9	-24	9	-1.0	5	5	0	-2	15
Cc1ccc(Cn2ncc(C)c2N)o1	14	12	-18	0.7	5	2	4	-3	2
Cc1ccc(/C=C/C(=O)c2cc(Br)ccc2OC(=O)c2ccco2)cc1	1	39	37	3.1	47*	8	54*	-1	40
Cc1cc(Cn2nnnc2-c2ccncc2)cc(C)c1O	-3	-18	21	1.7	29	-3	6	-3	26
Cc1cccc(C)c1OCc1cc(C(=O)NCC2COCCO2)no1 (configuration not stated)	2	14	11	0.6	-3	-2	-5	0	11
C[N+](C)(C)CCOP(=O)(O)OP(=O)([O-])OC[C@H]1O[C@@H](n2ccc(N)nc2=O)[C@H](O)[C@@H]1O	11	9	3	-1.5	1	8	-5	-2	-4
COc1ccc2nc(SC(C(=O)c3ccccc3)c3ccccc3)nc(C)c2c1 (configuration not stated)	7	-14	28	-1.2	27	15	0	-2	23
CC12CN3CC(=O)N4CC5(C)CN(CC(C)(C4)C5=O)C(=O)CN(C1)CC(C)(C3)C2=O	14	15	10	-0.2	-26	-3	-2	-4	8
COc1ccc(CCC(=O)OCC(=O)c2ccc[nH]2)cc1OC	-19	-14	7	-0.4	0	9	-3	-1	13
Cn1c(NC(=O)c2ccccc2)nc2ccccc21	-21	-85	-78	2.8	-5	17	-1	-2	15
Cc1ccc(OCCNC(=O)CCNC(=O)c2ccc(Cl)cc2)cc1	11	-6	6	-0.7	-1	2	-2	3	1
COc1cccc([C@@H]2CC=C(C(=O)O)[C@H](c3cccc(Cl)c3)N2S(=O)(=O)c2ccc(C)cc2)c1	5	5	20	0.8	10	2	0	-1	14
O=P(CO)(Cc1ccccc1)Cc1ccccc1	9	4	6	0.1	2	-7	0	2	21
Cc1csc(N/N=C/c2c(F)cccc2Cl)n1	20	-34	26	3.3	27	-2	1	-3	27

Quoted at random: 2 records from the list
SMILES	APJ antagonist	Mdm2-MdmX inh	tim10-1 inh	UPR CHOP act	TIM10 inh	CXCR6 inh	UPR XBP1 act	APJ agonist	tim23-1 inh
CC12CN3CC(=O)N4CC5(C)CN(CC(C)(C4)C5=O)C(=O)CN(C1)CC(C)(C3)C2=O	14	15	10	-0.2	-26	-3	-2	-4	8
Cn1c(NC(=O)c2ccccc2)nc2ccccc21	-21	-85	-78	2.8	-5	17	-1	-2	15

A draw from above in order of count of non-hydrogen atoms, smallest number first.
SMILES	APJ antagonist	Mdm2-MdmX inh	tim10-1 inh	UPR CHOP act	TIM10 inh	CXCR6 inh	UPR XBP1 act	APJ agonist	tim23-1 inh
Cc1ccc(Cn2ncc(C)c2N)o1	14	12	-18	0.7	5	2	4	-3	2
Cc1csc(N/N=C/c2c(F)cccc2Cl)n1	20	-34	26	3.3	27	-2	1	-3	27
O=P(CO)(Cc1ccccc1)Cc1ccccc1	9	4	6	0.1	2	-7	0	2	21
Cn1c(NC(=O)c2ccccc2)nc2ccccc21	-21	-85	-78	2.8	-5	17	-1	-2	15
Cc1cc(Cn2nnnc2-c2ccncc2)cc(C)c1O	-3	-18	21	1.7	29	-3	6	-3	26
COc1ccc(CCC(=O)OCC(=O)c2ccc[nH]2)cc1OC	-19	-14	7	-0.4	0	9	-3	-1	13
Cc1ccc(OCCNC(=O)CCNC(=O)c2ccc(Cl)cc2)cc1	11	-6	6	-0.7	-1	2	-2	3	1
Cc1ccc(/C=C/C(=O)c2cc(Br)ccc2OC(=O)c2ccco2)cc1	1	39	37	3.1	47*	8	54*	-1	40
COc1ccc(NC(=O)c2cc(S(=O)(=O)Nc3ccc(OC)cc3)cs2)cc1	-22	17	5	1.8	-5	-20	-3	2	10
COc1ccc2nc(SC(C(=O)c3ccccc3)c3ccccc3)nc(C)c2c1 (configuration not stated)	7	-14	28	-1.2	27	15	0	-2	23
CC12CN3CC(=O)N4CC5(C)CN(CC(C)(C4)C5=O)C(=O)CN(C1)CC(C)(C3)C2=O	14	15	10	-0.2	-26	-3	-2	-4	8
C=CCn1c(SCC(=O)c2cc(C)n(CC3CCCO3)c2C)nnc1-c1ccccc1 (configuration not stated)	-5	-3	35	0.0	30	7	-2	1	27
COc1cccc([C@@H]2CC=C(C(=O)O)[C@H](c3cccc(Cl)c3)N2S(=O)(=O)c2ccc(C)cc2)c1	5	5	20	0.8	10	2	0	-1	14
